# Assay outcomes: PubChem BioAssay, several laboratories
# iPSC survival up – enhancers of human iPSC single-cell survival. hiPSC single-cell survival, ATPlite luminescence; 100% = ROCK inhibitor wells, 0% = DMSO. survival enhancement, % at 20 µM. hit rate 0.044% among 360,000; in the data active means survival enhancement above about 18%;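 further: cells exposed to compounds for 16 hours before the ATP read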
# NR2E3 ag-1 – agonists of human NR2E3 nuclear receptor | CHO-S Gal4-NCOR/VP16-NR2E3 two-hybrid, luciferase | inhibition of corepressor binding, % at 3.98 µM | hit rate 0.35% among 360,000 | AID 602229 | Q9Y5X4;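 active means inhibition above the mean of all tested compounds plus 3 SD, cut at about 70% in these data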;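 further: 0% = DMSO with NR2E3 transfected cells and 100% = cells lacking NR2E3 construct; higher means lower luciferase signal from less NR2E3 corepressor binding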
# Target sequence (Q9Y5X4 whole entry, looked up, the tested form may be a part): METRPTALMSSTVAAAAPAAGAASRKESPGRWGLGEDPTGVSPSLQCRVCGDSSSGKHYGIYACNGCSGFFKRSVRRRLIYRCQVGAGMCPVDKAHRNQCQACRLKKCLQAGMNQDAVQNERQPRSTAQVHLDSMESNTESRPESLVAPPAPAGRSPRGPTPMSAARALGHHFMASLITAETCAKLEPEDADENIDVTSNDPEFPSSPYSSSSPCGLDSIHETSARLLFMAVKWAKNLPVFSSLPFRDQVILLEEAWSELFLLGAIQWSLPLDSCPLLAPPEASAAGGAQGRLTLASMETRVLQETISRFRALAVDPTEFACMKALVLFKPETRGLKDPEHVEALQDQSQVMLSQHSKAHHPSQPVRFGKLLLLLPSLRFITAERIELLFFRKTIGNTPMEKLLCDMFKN
# Peg3 prom inh – reduces Peg3 promoter-driven luciferase expression in HeLa; HeLa PEG-Prom luciferase reporter, luminescence, overnight; inhibition, % at 20 µM; hit rate 1.7% among 360,000; AID 588405;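 active means inhibition of at least 50% at 20 µM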
# aDG glyco act – alpha-DG glycosylation activation; Pro5-aDG cells, alpha-DG glycosylation AlphaScreen (IIH6); 0% Pro5, 100% B10-LARGE cell signal; activation, % at 10 µM; hit rate 0.22% among 360,000; AID 624168;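 active means activation of at least 8% versus controls, or a plate z-score of at least 8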;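 further: Pro5 are CHO cells carrying HIG-tagged alpha-DG that lacks glycosylation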
# MITF TRPM1 inh – reduces MITF-dependent TRPM1 promoter luciferase signal; inhibition, % at 12.5 µM; AID 488899; hit rate 0.83% among 330,000; SK-MEL-5 TRPM1 promoter luciferase, 24 h;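 active means mean inhibition across replicates of 60% or more, whatever share of single replicates reaches that level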; further: values of inactives mirror those of a sister screen read the other way
# NR2E3 ag-2 – agonists of human nuclear receptor NR2E3; Q9Y5X4; GST-NR2E3/biotin-RetCOR TR-FRET, 1536-well; inhibition of corepressor binding, % at 4.78 µM; hit rate 0.12% among 320,000; AID 2300;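 active means percent inhibition above the cutoff of mean plus 3 SD of all tested compounds, set per screening campaign, cut at about 20% in these data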;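 further: 0% = DMSO wells and 100% = biotin wells as full block of FRET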
#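 Test system: GST-NR2E3 and biotin-RetCOR proteins | Quantity: 1.35 nM GST-tagged NR2E3 final | Medium: Tris pH 7.5 | Also added: 7 nM biotin-RetCOR | Dosing: Compound at 4.8 µM, single dose | Timing: 5 h at 4 °C | Detection: Time-resolved FRET | Read-out basis: Percent inhibition | Benchmarks: Biotin wells as high control, 0.6% DMSO wells as low control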
# HIF-2a block – inhibitors of HIF-2a. 786-0 RCC cells HIF-2a reporter, luciferase luminescence, overnight. AID 624352. hit rate 0.72% among 360,000. inhibition, % at 18.8 µM;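 active means inhibition of the luminescence signal of 40% or more relative to plate controls, in a single-dose primary screen at 18.75 µM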
# CaV13 FRET inh – Primary screen for inhibitors of IQ motif and Ca2+-dependent inactivation inhibitor domain binding in CACNA1D, Förster resonance energy transfer in living cells, …. inhibition, % at 12.3 µM. HEK cells, CFP/YFP FRET ICDI-IQ, plate reader, 10 min; percent FRET-ratio fall versus neutral wells. AID 743397. hit rate 0.098% among 340,000;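 active means mean replicate inhibition of at least 30% and at least 1% of replicates passing that level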;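 further: 0% = median of the neutral control wells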
# Exocytosis inh – lytic granule exocytosis inhibition | inhibition, % at 10 µM | TALL-104 LAMP-1 surface exposure, flow cytometry; cells stimulated with thapsigargin and PMA | hit rate 0.66% among 360,000 | AID 651702;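 active means inhibition above about 55%, limit read from the data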
# Vif inh – inhibitors of HIV Vif; AID 602346; HEK293T cells, Vif self-association by quenched fluorescence, imaging, 24 h; inhibition, % at 7.49 µM; hit rate 0.35% among 340,000; in the data active means inhibition above about 50%, passing the limit was not always enough; further: some results filed as inactive read as strong as hits
# PDI inh – inhibitors of human protein disulfide isomerase | P07237 | PDI insulin aggregation turbidity, A650, 90 min | inhibition, % at 10 µM | hit rate 0.052% among 350,000 | AID 588391;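 active means mean inhibition across replicates of 30% or more, whatever share of single replicates reach that level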;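 further: absorbance from insulin aggregation driven by PDI reduction with DTT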
# Target sequence (P07237 whole entry, looked up): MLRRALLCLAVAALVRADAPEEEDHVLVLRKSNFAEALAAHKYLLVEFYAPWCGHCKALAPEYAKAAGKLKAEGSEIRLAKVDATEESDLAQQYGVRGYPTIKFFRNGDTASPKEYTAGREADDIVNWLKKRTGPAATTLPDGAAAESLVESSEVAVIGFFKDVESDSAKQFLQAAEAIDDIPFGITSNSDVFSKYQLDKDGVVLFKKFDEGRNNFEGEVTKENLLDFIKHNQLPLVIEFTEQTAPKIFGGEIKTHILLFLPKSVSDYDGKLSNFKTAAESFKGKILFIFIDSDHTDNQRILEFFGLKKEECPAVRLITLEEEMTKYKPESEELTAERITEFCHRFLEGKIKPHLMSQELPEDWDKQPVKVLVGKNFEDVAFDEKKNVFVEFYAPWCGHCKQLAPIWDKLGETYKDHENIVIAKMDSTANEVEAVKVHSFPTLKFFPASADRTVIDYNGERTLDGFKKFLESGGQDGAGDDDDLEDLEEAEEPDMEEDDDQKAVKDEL
# The depositor's hits bear a star; x = not tested or not shown.
molecule,iPSC survival up,NR2E3 ag-1,Peg3 prom inh,aDG glyco act,MITF TRPM1 inh,NR2E3 ag-2,HIF-2a block,CaV13 FRET inh,Exocytosis inh,Vif inh,PDI inh
O=C(NCc1ccccc1)c1ccc(Br)o1,-2.1,5,0,1.3,-12,1,-10,-9,-6,-1,-6
COc1ccc(/C=N/NC(=S)Nc2ccccc2)cc1COc1ccc(Br)cc1,1.0,-10,6,0.0,9,-1,-47,-6,-4,-2,-2
CN1C(=O)/C(=C/C=C2/CCCN2C)N(C)C1=S,3.3,-4,-70,-0.2,-23,-5,-90,-3,12,-7,2
COc1cc(COc2ccc3c(C)c(Cc4ccccc4)c(=O)oc3c2C)cc(OC)c1OC,-1.2,-11,15,3.2,10,-3,10,-5,6,-21,-2
Cc1ccc2cc3cc(C(=O)N4CCCCCC4)oc3nc2c1,-3.9,-139,-134,0.0,-25,0,-84,x,4,-13,-2
COc1ccc(S(=O)(=O)N(CC(=O)N/N=C/c2cccs2)c2cc(C)cc(C)c2)cc1OC,0.7,-16,33,-0.1,5,3,14,-7,-1,x,8
CCCCNC(=O)O[C@@H]1C[C@H]2CCC(=O)N3CC[C@@H](C1)[C@@H]23,5.9,0,-11,-0.1,-5,3,1,-10,0,-4,-2
O=C(Nc1cccc([N+](=O)[O-])c1)C1C2/C=C\CCCCC21 (configuration not stated),-0.3,13,-16,-0.3,-7,-3,-16,-3,6,0,-7
Cc1ccc(-n2c(C)nn(-c3ncc(C(F)(F)F)cc3Cl)c2=O)cc1,-2.5,-3,-6,0.0,-6,1,-5,-1,-3,x,-1
CCOc1ccccc1NC(=O)Cn1c(=O)sc2ccccc21,0.0,-5,-1,-0.1,2,3,8,7,0,-3,1
CCc1nccn1S(=O)(=O)c1cc(C)c(OC)cc1C,3.3,-31,3,-0.2,8,8,13,-5,2,-10,3
CCCOc1ccc(C(=O)OCC(=O)c2c(N)n(C)c(=O)n(C)c2=O)cc1OCC,-1.5,4,13,1.2,0,2,15,-8,2,3,-6
CN1C(=O)Cc2cc(S(=O)(=O)N3CCN(c4cccc(Cl)c4)CC3)ccc21,0.2,0,0,0.2,12,2,11,-3,-4,-2,1
CCN(CC)S(=O)(=O)c1ccc(Cc2ncc(C(F)(F)F)cc2Cl)s1,-3.1,-1,22,0.2,5,-2,28,-4,3,-9,0
Cc1ccc(C)c(N2CCN(C(=O)c3cc(S(=O)(=O)N4CCOCC4)ccc3F)CC2)c1,-2.1,-2,16,1.1,8,-1,25,-17,6,-4,5
COc1ccc(Cl)cc1NC(=O)CSc1nnc(Cc2ccc(C)cc2)c(=O)[nH]1,-0.2,-6,7,-0.2,4,1,-4,-2,-1,13,1
O=C(c1sccc1Br)N1CCN(Cc2ccc3c(c2)OCO3)CC1,-0.2,-4,-13,0.0,6,1,-13,-4,0,1,-2
Cc1nc2cc(NC(=O)N3CCCCC3)ccc2n1C,0.1,-13,-61,0.5,-28,-1,-99,-5,-1,-9,6
Nc1nc2n(n1)C(c1ccc(F)cc1)CC(c1ccc(F)cc1)N2 (configuration not stated),1.5,4,29,-0.2,-5,1,22,-6,0,-9,-7
O=C(Oc1ccccc1N1C(=O)CCC1=O)c1ccco1,-2.2,-20,4,-0.6,12,-3,8,-5,-1,8,-8
Cc1cc(C)c(NC(=O)NC(=O)c2ccc(F)cc2)c(C)n1,3.8,3,-44,-0.1,-17,-3,-71,-3,0,0,-2
COc1cc(/C=N/NC(=O)c2c(C)nnn2-c2nonc2N)ccc1O,8.0,16,-1,0.2,-10,-1,9,-4,-9,-1,16
CN(Cc1ccccc1)c1cc2c(c3c1ccn3C)C1CCC2C1 (configuration not stated),-1.1,-10,8,-0.3,x,x,-13,-10,-2,8,x
COc1ccc(NC(=O)Nc2cccc3c2O[C@H](CN(C)C(=O)Nc2ccc4c(c2)OCO4)[C@@H](C)CN([C@H](C)CO)C3=O)cc1,0.7,-41,15,-0.2,-19,x,-21,-11,-2,x,-1

# Some of the entries so far, field by field:
molecule: O=C(Oc1ccccc1N1C(=O)CCC1=O)c1ccco1
  iPSC survival up: -2.2
  NR2E3 ag-1: -20
  Peg3 prom inh: 4
  aDG glyco act: -0.6
  MITF TRPM1 inh: 12
  NR2E3 ag-2: -3
  HIF-2a block: 8
  CaV13 FRET inh: -5
  Exocytosis inh: -1
  Vif inh: 8
  PDI inh: -8

molecule: CN(Cc1ccccc1)c1cc2c(c3c1ccn3C)C1CCC2C1 (configuration not stated)
  iPSC survival up: -1.1
  NR2E3 ag-1: -10
  Peg3 prom inh: 8
  aDG glyco act: -0.3
  MITF TRPM1 inh: x
  NR2E3 ag-2: x
  HIF-2a block: -13
  CaV13 FRET inh: -10
  Exocytosis inh: -2
  Vif inh: 8
  PDI inh: x

# Additional results follow.
molecule,iPSC survival up,NR2E3 ag-1,Peg3 prom inh,aDG glyco act,MITF TRPM1 inh,NR2E3 ag-2,HIF-2a block,CaV13 FRET inh,Exocytosis inh,Vif inh,PDI inh
CCCc1cc(=O)[nH]c(SCC(=O)Nc2oc(C)c3c(C)n[nH]c(=O)c23)n1,-0.2,-22,-10,0.3,15,1,3,-6,1,-2,3
CN(C)C(=O)CCc1ccc2c3c([nH]c2c1)[C@]1(CCC2CCCC2)[C@@H](C(=O)N2CCOCC2)C[C@H](CC(=O)NCCN2CCOCC2)C(=O)N1CC3,0.8,12,-1,0.2,12,x,0,-5,0,x,10
Cc1sc2nc3n(c(=O)c2c1C)NC(=O)CC3,2.3,-5,0,-0.2,6,-3,6,-5,0,6,-4
O=C(O)c1ccc2c(c1)C(=O)N(c1ncccn1)C2=O,2.2,-3,-54,0.1,12,-4,13,-4,1,4,4
COc1ccc(-c2c(C)nn(-c3ccccc3)c2NC(C)=O)cc1OC,0.1,6,24,-0.1,-10,3,13,-2,5,-5,2
Cc1ccc(C(=O)N/N=C2\CCc3ccccc32)c(C)c1,-0.8,-77,-210,0.2,-53,-1,-193,-4,-2,3,-3
Cc1ccc(C(=O)N2CCC(n3nccc3NC(=O)Nc3cccc(F)c3)CC2)cn1,-0.1,-25,2,0.2,-2,0,-5,-7,-2,24,-11
O=C1Nc2ccc(Br)cc2C12OCCO2,-0.2,8,-4,-0.1,-4,3,15,-4,-8,-1,-3
O=C(Nc1cccc2ccccc12)NC1CCS(=O)(=O)C1 (configuration not stated),2.8,-5,9,-0.1,0,-1,3,-5,0,-2,-1
CC(C)CCN1CCN(C/C=C/c2ccco2)CC1CCO (configuration not stated),-0.4,-36,7,-0.1,-12,0,9,-7,-1,-4,3
COCCn1cc(C(=O)NCCCOC(C)C)c2c3ccccc3n(C)c2c1=O,-0.5,-31,24,-0.1,1,2,15,-5,-6,-10,-56
CC(C)N(Cc1ccccc1)C(=O)C1CCN(c2ncnc3c2nc2n3CCCCC2)CC1,0.2,-7,16,0.1,19,2,15,-2,-6,-6,-9
Cc1ccc(C)c(CS(=O)(=O)c2cn(CC(=O)N3CCCCC3)c3ccccc23)c1,0.8,-17,13,0.0,0,-3,23,-4,0,6,7
COC(=O)/C=C1\C(=O)N(c2nc3ccccc3s2)C(=S)N1c1ccc(F)cc1,-1.8,-7,-71,-0.2,0,-2,-25,-6,1,0,15
COc1ccc(CCCNC(=O)C2CCC(=O)N(CC3CCCCC3)C2)cc1 (configuration not stated),-0.5,4,-1,-0.2,-3,1,0,-5,2,10,0
Cc1cc(C)cc(NC(=O)Cn2nnc(C(=O)NCc3ccc4c(c3)OCO4)c2N)c1,-0.7,1,29,-0.2,4,1,16,-3,-2,-8,3
COc1ccc(CN2CCC[C@]3(N[C@H](c4ccc(C(F)(F)F)cc4)[C@@H]4C(=O)N(Cc5ccccc5)C(=O)[C@@H]43)C2=O)cc1,0.5,7,-1,-0.1,x,x,15,-2,3,x,9
COc1ccc(NC(=O)CO/N=C(\C)c2cccs2)cc1,0.0,1,-20,0.0,-11,3,-23,-19,6,5,14
CCCC(=O)Nc1nnc(SCC(=O)NCc2ccco2)s1,-0.3,11,18,-0.2,9,-3,17,-2,5,22,2
C=CCN1C(=O)C2C(C(=O)NC3CCCCC3)C3C=CC2(O3)C1C(=O)NC1CCCC1 (configuration not stated),3.4,-7,5,0.0,3,0,7,-4,-2,7,0
CC(C)OCCCNC(=O)CCc1nc(-c2ccccc2)no1,-0.1,-33,8,-0.3,5,-4,-1,x,-1,-1,6
C#CCOc1ccc(/C=C2/C(=O)ON=C2C)cc1Br,-0.4,-11,7,0.2,4,-2,2,-21,-8,0,1
CCC(/C=N/NC(=O)C(N)=O)CC,-1.4,10,-1,0.0,2,0,9,-3,1,34,-5
Cc1ccc2cc(C(c3nnnn3C(C)(C)C)N3CCCCCC3)c(=O)[nH]c2c1 (configuration not stated),-1.5,-3,4,-0.2,-4,1,3,x,-9,-6,-5
Cc1cccc(C)c1NC(=O)CN(C)C(=O)CCC(=O)c1ccccc1,-0.1,-2,7,-0.1,5,0,4,-3,18,19,2
O=c1[nH]c(N/N=C/c2ccc(O)cc2)nc2ccccc12,-2.2,-58,-242,-0.3,-19,-1,-170,-3,4,-3,8
Cc1cc(C)n(-c2cccc(Cl)c2)c(=O)c1C#N,0.3,-12,3,-0.1,-4,-2,1,-5,3,-1,-1
CN(C(=O)CCCN1CCCC1=O)C1CCCN(Cc2ccccc2F)C1 (configuration not stated),-0.4,-8,5,-0.1,2,x,15,x,-16,x,5
COc1ccc(N(C(=O)c2ccn[nH]2)C(C(=O)NC2CCCC2)c2ccc(F)cc2)cc1 (configuration not stated),-0.3,-12,-1,0.0,-2,4,11,-3,-16,0,-6
O=C(O)C1(Nc2ccc(Br)cc2)CCCC1,4.3,-1,2,0.0,-1,x,10,-5,0,-1,16
C=CCNC(=O)c1ccc2c(c1)N(CC)C(=O)c1ccccc1S2,0.4,-29,23,0.1,3,-2,18,-5,3,x,15
CC(C)CCN1CCN(Cc2ccon2)CC1CCO (configuration not stated),-0.7,-8,7,0.1,0,0,16,-3,8,-3,-9
Cc1cc(C)nc(SCc2nnc(SCC(=O)Nc3nccs3)n2C)n1,5.2,-17,4,0.0,9,x,11,x,0,4,-1
CCC1S/C(=N/S(=O)(=O)c2ccc(N)cc2)NC1=O (configuration not stated),0.1,-25,-2,0.0,4,x,-2,-5,1,22,-27
O=C(Oc1ccc(Cl)cc1)N1CCOCC1,-0.4,-19,-35,0.1,-1,-5,-40,-2,-2,1,1
COc1ccccc1NS(=O)(=O)c1ccc(-c2cnc(C3CC3)o2)cc1,-0.1,38,3,1.8,29,-2,22,-3,-9,35,-1
COc1ccc(CCNC(=O)CSc2nc3ncccc3[nH]2)c(OC)c1,0.1,-9,13,5.7,12,-3,-1,-3,0,11,1
CCOC(=O)C(C)/C(C)=N/NC(N)=S (configuration not stated),-1.7,7,11,0.3,-2,1,19,-5,5,-4,6
CCN(CC)S(=O)(=O)c1ccc(N2CCCC2)c(NC(=O)c2ccccc2OC)c1,0.4,-14,22,-0.1,18,3,15,2,2,-3,-3
N#C/C(=C(/O)CSc1ccccc1C(=O)O)c1nc2ccccc2s1,0.6,-32,-17,0.1,7,1,-3,-4,0,8,1
